LDHA block: inhibitors of human lactate dehydrogenase A. P00338. purified LDHA, NADH/diaphorase-resazurin fluorescence; hits give low values. activity change, % (values are at about 110 or 230 µM). 0.15% of 480,000 active; in the data active = activity change below about -30%;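 also: plate controls were DMSO wells for no effect and wells without enzyme for full effect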
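Remaining NADH was detected by diaphorase (0.133 mg/mL) converting 37 µM resazurin to fluorescent resorufin, read at 0 and 20 minutes. The preceding 5-minute room-temperature reaction used 2 nM LDHA, 0.2 mM sodium pyruvate and 0.06 mM NADH at pH 7.4.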
* hit, by the source's call; & = joins results of further samples.

LDHA block	Structure
3	O=C(Nc1ccc2oc(-c3ccncc3)nc2c1)c1cccc2ccccc12
2	CN(C)C(=S)SCc1cc(C(C)(C)C)c(O)c(C(C)(C)C)c1
1	CCc1ccc2c(COC(=O)Cc3n[nH]c(=O)c4ccccc34)cc(=O)oc2c1
4	O=C(CSc1nc2ccccc2s1)Nc1ccc(F)c(F)c1
0	Cc1ccc(C(=O)C(C)Sc2nnc3ccccn23)cc1 (configuration not stated)
-3	N#Cc1cccc(Oc2ccc(F)cc2)c1C#N
1	COC(=O)CNC(=O)Cc1ccc(NC(=O)C2=COCC2)cc1
0	CC(Oc1ccc(Cl)cc1)C(=O)OCc1nc(N)nc(N)n1 (configuration not stated)
3	O=C(c1ccc(F)c(F)c1)c1cc2ccccc2o1
6	COc1ccccc1NC(=O)C(=O)NCc1ccc(C)cc1
2	CCCn1c(SC(C)C(=O)c2ccc(Cl)cc2)n[nH]c1=O (configuration not stated)
18	O=C(O)COc1cccc2[nH]ccc12
-7	CC(Oc1ccccc1)C(=O)OCc1nc2ccsc2c(=O)[nH]1 (configuration not stated)
-1	O=C(CNc1ccc(F)c(C(F)(F)F)c1)N1CCNC1=O
-5	O=C(O)C1=CCC(c2ccc(Cl)c(Cl)c2)N(S(=O)(=O)c2ccc(F)cc2)C1c1cccc(F)c1 (configuration not stated)
1	CC/C=C(/C)C(=O)NCc1ccco1

7 compounds picked at random from the list so far, as already listed:
LDHA block	Structure
1	CC/C=C(/C)C(=O)NCc1ccco1
3	O=C(c1ccc(F)c(F)c1)c1cc2ccccc2o1
6	COc1ccccc1NC(=O)C(=O)NCc1ccc(C)cc1
-5	O=C(O)C1=CCC(c2ccc(Cl)c(Cl)c2)N(S(=O)(=O)c2ccc(F)cc2)C1c1cccc(F)c1 (configuration not stated)
18	O=C(O)COc1cccc2[nH]ccc12
-1	O=C(CNc1ccc(F)c(C(F)(F)F)c1)N1CCNC1=O
2	CCCn1c(SC(C)C(=O)c2ccc(Cl)cc2)n[nH]c1=O (configuration not stated)

Additional results:
LDHA block	Structure
2	O=C(CN1CCN(C(=O)c2ccc(I)cc2)CC1)N1CCCCC1
-4	Cn1c(COc2ccc(Cl)cc2)n[nH]c1=S
-8	CNC(=O)c1ccc(OCc2nc(C(C)C)no2)cc1
0	Cc1ccc(NC(=O)CN(C)C(=O)c2cc3cc(C)ccc3nc2C)cc1
6	COC(=O)c1ccc(COC(=O)CC23CC4CC(CC(Br)(C4)C2)C3)o1
7	CCOc1ccccc1NC(=O)CCS(=O)(=O)c1ccc2c(c1)CCN2C(=O)C1CC1
-2	CCCCn1nc(C(=O)Nc2cccc(S(=O)(=O)N3CCCCCC3)c2)c2ccccc2c1=O
3	N#C/C(=C/c1ccc(-c2ccc(Cl)cc2)o1)C(=O)NC1CC1
-3	COCc1cn(-c2nc3ccccc3s2)nn1
1	O=C1CSC(c2cccc(C(F)(F)F)c2)N1c1cc(Cl)cc(Cl)c1 (configuration not stated)
-2	Cc1cc(C(F)(F)F)c(C#N)c(SCc2cccc3ccccc23)n1
6	O=C(C[C@H]1C=C[C@@H](NC(=O)Cc2cccnc2)[C@@H](CO)O1)NCc1ccc2c(c1)OCO2
2	CNc1nc(-c2ccc(NS(C)(=O)=O)cc2)cs1
2	Cc1ccc(Cn2cc(CN3CC(N4CCN(CCO)CC4)CS3(=O)=O)nn2)cc1 (configuration not stated)
11	Cn1c(=O)c2c(nc(NCCN)n2Cc2ccc(Br)cc2)n(C)c1=O
-2	COC(=O)[C@]12CCCCC=C1N(Cc1ccc(Cl)cc1Cl)C(=O)[C@H](CC(=O)N1CCOCC1)C2

Two of these compounds, set out differently:
SMILES,LDHA block
O=C(CNc1ccc(F)c(C(F)(F)F)c1)N1CCNC1=O,-1
O=C(O)C1=CCC(c2ccc(Cl)c(Cl)c2)N(S(=O)(=O)c2ccc(F)cc2)C1c1cccc(F)c1 (configuration not stated),-5

(listing goes on)
LDHA block	Structure
-9	Cc1cc(OCC(=O)Nc2ccc(N3CCN(S(C)(=O)=O)CC3)cc2)ccc1Cl
4	Cc1ccc2nc(C(=O)O)[nH]c2c1
-1	O=C(COc1ccc(F)cc1)NC1CCCN(c2ncccn2)C1 (configuration not stated)
4	CCOC(=O)C(NC(=O)c1ccc(F)c(F)c1)C(=O)OCC
2	O=C(Nc1ccc(SCc2cccnc2)cc1)c1ccc[n+]([O-])c1
-2	O=S1(=O)CC(N2CCCC2)CN1Cc1cn(Cc2cccc(C(F)(F)F)c2)nn1 (configuration not stated)
-1	O=C(NC(NC(=O)c1ccccc1F)c1ccc(Cl)c(Cl)c1)c1ccccc1F
11	CCCn1nc(C(=O)Nc2ccc3nc(SC)sc3c2)c2ccccc2c1=O
6	CCN1CCN(c2nc(Nc3ccc(C)cc3)c3nccnc3n2)CC1
11	COc1ccc(CCNC(=O)c2cccc(N3C(=O)CCS3(=O)=O)c2)cc1OC
5	CCc1ccc(S(=O)(=O)N2CCN(c3ccc(NCc4ccccc4)nn3)CC2)cc1
6	CC(Sc1cc(-c2ccccc2)ncn1)C(=O)Nc1ccccc1 (configuration not stated)
5	Oc1ccccc1C=NCCOCCN=Cc1ccccc1O
-6	Cc1ccc(S(=O)(=O)N(CC(=O)N2CCN(C(=O)c3ccccc3)CC2)Cc2ccco2)cc1
9	COc1ccc(CC(=O)N(Cc2ccsc2)C2CC2)cc1
8	Cc1ccc(C(=O)C(C)OC(=O)c2c(C)noc2C)cc1 (configuration not stated)
7	CC1CCC2(CC1)SCC(=O)N2c1cccc(C(F)(F)F)c1 (configuration not stated)
2	COC(=O)COc1nc(C)c2c(c1C#N)CCCC2
3	COc1ccc(C(=O)Nc2oc3ccccc3c(=O)c2-c2cccc(Cl)c2)cc1OC
2	Cc1cccc(C)c1-n1nnnc1C1(C)CCC(=O)N1Cc1ccco1 (configuration not stated)
-1	N#Cc1c(N)n[nH]c1CCCNc1nc(-c2ccncc2)nc2ccccc12
6	CCOc1ccc(CNC(=O)CC(C)S(=O)(=O)c2ccc3c(c2)NC(=O)CO3)cc1OC (configuration not stated)
5	COc1ccc(NC(=O)/C=C/c2nc3ccccc3o2)c(OC)c1
2	O=C(CSc1nc(=O)n(Cc2cccnc2)c2c1CCC2)N1CCCCC1

5 compounds from above, arranged by their value in LDHA block, high to low:
SMILES	LDHA block
CC1CCC2(CC1)SCC(=O)N2c1cccc(C(F)(F)F)c1 (configuration not stated)	7
CCOc1ccc(CNC(=O)CC(C)S(=O)(=O)c2ccc3c(c2)NC(=O)CO3)cc1OC (configuration not stated)	6
COc1ccc(NC(=O)/C=C/c2nc3ccccc3o2)c(OC)c1	5
O=C(CSc1nc(=O)n(Cc2cccnc2)c2c1CCC2)N1CCCCC1	2
N#Cc1c(N)n[nH]c1CCCNc1nc(-c2ccncc2)nc2ccccc12	-1

Carrying on.
LDHA block	Structure
9	Cc1nc2cc(F)ccc2cc1C(=O)N1CCCC(C)CC1 (configuration not stated)
10	Oc1ccc(/C=C(/Cl)c2ncc(-c3ccc(F)cc3)o2)cc1
-20	CC(C)(C)C(=O)Nc1ccc2oc(-c3ccccc3)cc(=O)c2c1
3	O=C(Cc1cn2ccsc2n1)Nc1ccc(S(=O)(=O)N2CCCC2)cc1
0	Cc1ccc(C(=O)NCCSC2CCCC2)s1
-14	CCC(C)NC(=O)CSc1ncc(-c2ccc(Cl)cc2)o1 (configuration not stated)
-2	O=c1c2cnc3ncnn3c2ccn1CCc1c[nH]c2ccccc12
-5	CCOc1ccc(N2C(=O)CCS2(=O)=O)cc1S(=O)(=O)NCc1ccco1
1	CCN(Cc1nc2ccccc2c(=O)[nH]1)C(=O)CNC(=O)c1ccc(C(F)(F)F)cc1
3	COc1ccc([C@H]2CC(=O)C[C@@H](CCn3ccnn3)O2)cc1
1	O=C(CCc1ncc(-c2ccccc2F)o1)NCC(O)CN1CCOCC1 (configuration not stated)
-1&0	C=C(C)C1CC=C(C)/C(=N/NC(=O)Nc2ccccc2)C1 (configuration not stated)
-6	Cc1ccc(C(=O)OC(C)C(=O)Nc2ccc3c(c2)OCO3)cc1O (configuration not stated)
-23	CCC(C)NS(=O)(=O)c1ccc(N2C(=O)CCS2(=O)=O)cc1C (configuration not stated)
2	COCCN(Cc1cccs1)C(=O)CC1C=CCC1 (configuration not stated)
7	N#Cc1nc(-c2ccc(S(=O)(=O)N3CCCC3)cc2)oc1NCCCN1CCOCC1
9	Nc1cccc(C(=O)/C=C/c2ccc(Cl)cc2Cl)c1
-2	Cc1ccc(CN(C)C(=O)NCc2coc(-c3cccs3)n2)cc1
-1	CCOc1ccc(-c2nc3cc(NC(=O)c4ccccc4OC)ccc3o2)cc1
1	CC(NC(=O)c1ccc(F)cc1)c1cccc(NS(C)(=O)=O)c1 (configuration not stated)
10	COc1ccc(NC(=O)c2sc3nc4c(c(-c5ccco5)c3c2N)CCCCC4)cc1
5	Cc1nc2cc(NC(=O)c3cccc(F)c3)ccc2o1
6	CCC(=O)N1CCN(c2nc(-c3ccco3)c3c(c2C#N)CC(C)(C)SC3)CC1
10&2	CCc1cc2c(CN3CCN(c4ccc(F)cc4)CC3)cc(=O)oc2cc1O
0	CC(C)c1ccc(C(C)NC(=O)C2CC2)cc1 (configuration not stated)
0	O=C(c1ccco1)N1N=C(c2c(-c3ccccc3)c3cc(Cl)ccc3[nH]c2=O)CC1c1ccco1 (configuration not stated)
2	O=C(C(=O)N1CCN(c2ccccc2)CC1)c1ccco1
0	CC1CCC(NC(=O)c2cc(Sc3ccc(F)cc3)nc3ccccc23)CC1 (configuration not stated)
1	COc1cc(/C=N/OCCOc2ccccc2C(C)=O)cc(Cl)c1OC
-2	COc1cc(/C=C2\Oc3c(ccc(OS(C)(=O)=O)c3C)C2=O)cc(OC)c1OC
0	CC(C)c1ccc(-n2ccc3nc(N4CCCC4)ncc3c2=O)cc1
6	CCOC(=O)C(=O)C1=C(N2CCOCC2)/C(=C/c2ccccc2)CC1
4	COc1ccc2c(C)cc(SCC(=O)NCC3CCCCC3)nc2c1
-11	Cn1c(=O)c2c(nc(SCC(=O)Nc3ccccc3)n2Cc2ccccc2Cl)n(C)c1=O
6	CCN(CC)S(=O)(=O)c1ccc(NS(=O)(=O)c2ccc(C(C)C)cc2)cc1
-2	Cc1[nH]c2ccccc2c1C(C(=O)O)N1CCN(c2cc(C)c3ccccc3n2)CC1 (configuration not stated)
-1	O=C(CSCc1nc2ccccc2s1)NC1CCCCC1
-1	COc1ccc(OCc2nnc3n2N=C(c2ccccc2)CS3)cc1
-7	COc1ccc(-c2nc3ccc(C)cc3c(C(=O)O)c2C)cc1
12	COc1ccccc1OCCC(=O)OCC(=O)c1cccc(Cl)c1
0	Cc1ccsc1C(=O)NCc1cccnc1
6	Oc1ccc(Cl)cc1C=Nc1ccc(Cl)c(C(F)(F)F)c1
72	CNS(=O)(=O)c1ccc(C)c(C(=O)Nc2ccc(N3CCCCC3)c3ccncc23)c1
-3	N#C/C(=C/c1ccc(OC(F)F)cc1)c1nc2ccccc2[nH]1
6	CC(=O)c1cnn(-c2cc(NC3CCCCC3)nc(C)n2)c1C
6	Oc1ccc(Cl)cc1C=NCc1cccc(Cl)c1
8	CCc1ccc(C2CC(c3ccccc3)=NN2c2nc(C)cs2)cc1 (configuration not stated)
1	Cc1ccc2c(CN3CCN(c4ccccc4)CC3)cc(=O)oc2c1C
17	COCCn1c2c(c(=O)[nH]c1=O)C(c1ccccc1Cl)C1=C(N2)c2ccccc2C1=O (configuration not stated)
-7	Cc1ccc(-c2cc(C(=O)O)c3cccc(Cl)c3n2)cc1
-2	CC1CCN(CC(=O)Nc2cccc3ncccc23)CC1
3	O=C(Nc1ccc2c(c1)OCCCO2)c1sc(-c2ccco2)nc1-c1ccccc1
-2	CN=c1scc(-c2ccccc2)n1C
6	CCn1nc(C(=O)OCCOc2ccccc2)c2ccccc2c1=O
3	COc1cc(CN2C(=O)C(=O)c3cc(C)ccc32)ccc1OCCC(C)C
0	COc1ccc(C(CNC(=O)c2ccc(Cl)s2)N(C)C)cc1 (configuration not stated)

Next section.
LDHA block	Structure
7	Cc1ccc(C)c(NC(=O)c2nn(Cc3ccccc3)c(=O)c3ccccc23)c1
-6	Cc1ccc(S(=O)(=O)N2[C@H](CC(=O)c3ccc(F)cc3)OC[C@@H]2C(C)C)cc1
13	CC1CCN(C(=O)c2cnc(N3CCOCC3)c3ccccc23)CC1
-10	Cc1sc(NC(=O)Cn2cnc3c2c(=O)n(C)c(=O)n3C)nc1-c1ccc(OC(F)F)cc1
-1	COc1ccc(NC(=O)c2nnn(-c3cc(Cl)ccc3OC)c2C)cc1
5	NC(=O)COc1cc(OCC(N)=O)c(Cl)cc1Cl
2	Cc1cc(C)n2c(Nc3c(C)cccc3C)c(-c3ccccn3)nc2n1
-1	CNC(=O)c1cccc(CNC(=O)C=C(C)C)c1
1	N#Cc1nc(-c2ccc(Cl)cc2)oc1NCc1ccc(F)cc1
2	Cc1nnc2sc(-c3cccc(NC(=O)c4ccc(-c5cccc(Cl)c5)o4)c3)nn12
8	O=S(=O)(/C(=C/c1cccs1)c1nc2ccccc2[nH]1)c1ccccc1
0	COc1ccccc1NC(=O)c1nn(C)c(=O)c2ccccc12
8	CN(CC(=O)Nc1cccc(F)c1)C(=O)CCc1ncc(-c2ccc(Cl)cc2)o1
1	O=C(CSCc1coc(-c2ccc(Cl)cc2)n1)N1CCCCC1
-1	COCc1ccccc1CNC(=O)c1cccs1
11	CCOc1ccc(S(=O)(=O)Nc2nc3ccccc3nc2Nc2ccc(F)cc2)cc1
7	COC(=O)NC(c1ccc(C)cc1)C(Cl)(Cl)Cl (configuration not stated)
5	CCc1ccc(C(=O)CSc2n[nH]c(CC)n2)cc1
6	CC(C)NC(=O)C(C)c1ccc([N+](=O)[O-])cc1 (configuration not stated)
-1	COCC(=O)Nc1cccc(NC(=O)CC2CCCC2)c1
-17	O=C(OCC#CCSc1nnc(-c2cccc3ccccc23)o1)c1sccc1Cl
6	COC(=O)c1ccccc1NC(=O)CC1Sc2ccccc2NC1=O (configuration not stated)
-2	O=C(CCC(=O)N1CCC(c2noc3ccc(F)cc23)CC1)N1CCOCC1
12	CSc1nnc(-c2nn(C)c3c2CN(S(=O)(=O)c2ccccc2)CC3)n1C

A portion of the library. The share of hits here may be higher or lower than overall.
